# Screening data (PubChem BioAssay)
# HP1b chromo inh: HTS for Inhibitors of HP1-beta Chromodomain Interactions with Methylated Histone Tails; Chromobox protein homolog 1 (Homo sapiens), P83916; AlphaScreen HP1-beta / biotin-H3K9me3 peptide binding; Potency, µM (series often up to 114 µM), for inactives: at the highest dose activity change, negative = inhibition, hits mostly inhibitors; 390,000 tested, 0.56% active; also: potency is read from the fitted curve at half-maximal effect; nearly all actives have a fitted effect of over 70% in size; inactives centre near 23
# Target sequence (P83916 whole entry, looked up): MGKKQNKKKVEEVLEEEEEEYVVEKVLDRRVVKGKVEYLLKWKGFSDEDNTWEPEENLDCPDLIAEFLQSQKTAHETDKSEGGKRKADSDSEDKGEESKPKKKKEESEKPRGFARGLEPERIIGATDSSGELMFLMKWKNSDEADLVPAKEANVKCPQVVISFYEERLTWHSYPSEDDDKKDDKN
#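 AlphaScreen: HP1-beta (50 nM) preformed 30 min with biotin-H3(1-18)K9me3 peptide (50 nM) in PBS pH 7.4, 0.01% Tween-20. Compound added for 30 min at RT, then streptavidin donor/nickel chelate acceptor beads (10 ug/mL) for 30 min.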
# JMJD2A Tudor: qHTS Assay for Inhibitors of JMJD2A-Tudor Domain | AlphaScreen JMJD2A-Tudor / H3K4me3 peptide binding | Potency, µM (doses to about 114 µM), without a hit: top-dose activity change, negative = inhibition, hits mostly inhibitors | 390,000 tested, 4.4% active | AID 504339, 2011; also: potency is read from the fitted curve at half-maximal effect; % is scaled to controls: 0 for no effect and ±100 for the full control effect; nearly all actives have a fitted effect of over 50% in size
# BAZ2B block: qHTS Assay for Inhibitors of BAZ2B. Bromodomain adjacent to zinc finger domain protein 2B (Homo sapiens), Q9UIF8. AlphaScreen BAZ2B-H3K14Ac peptide displacement. Potency, µM (top dose mostly 114 µM), for inactives: at the highest dose activity change, negative = inhibition, actives largely listed as inhibitors. 360,000 tested, 4.4% active. AID 504333, 2011; also: potency is read from the fitted curve at half-maximal effect; % is scaled to controls: 0 for no effect and ±100 for the full control effect; nearly all actives have a fitted effect of over 60% in size
#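 AlphaScreen luminescence quantifies BAZ2B engagement of H3K14Ac peptide; the protein and biotinylated peptide are both at 50 nM final, buffer PBS pH 7.4 with 0.01% Tween-20, all steps at room temperature.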
# Tb PGK inh: qHTS Assay to Find Inhibitors of Phosphoglycerate Kinase | Phosphoglycerate kinase, glycosomal (Trypanosoma brucei brucei), P07378 | PGK/GAPDH coupled, Kinase-Glo luminescence, 60 min | Potency, µM (doses to about 57.5 µM), for the others: at the highest dose activity change, negative = inhibition, hits mostly inhibitors | 380,000 tested, 0.043% active | AID 602233, 2012; also: potency is read from the fitted curve at half-maximal effect; % is scaled to controls: 0 for no effect and ±100 for the full control effect; nearly all actives have a fitted effect of over 60% in size
# Target sequence (P07378 whole entry, looked up): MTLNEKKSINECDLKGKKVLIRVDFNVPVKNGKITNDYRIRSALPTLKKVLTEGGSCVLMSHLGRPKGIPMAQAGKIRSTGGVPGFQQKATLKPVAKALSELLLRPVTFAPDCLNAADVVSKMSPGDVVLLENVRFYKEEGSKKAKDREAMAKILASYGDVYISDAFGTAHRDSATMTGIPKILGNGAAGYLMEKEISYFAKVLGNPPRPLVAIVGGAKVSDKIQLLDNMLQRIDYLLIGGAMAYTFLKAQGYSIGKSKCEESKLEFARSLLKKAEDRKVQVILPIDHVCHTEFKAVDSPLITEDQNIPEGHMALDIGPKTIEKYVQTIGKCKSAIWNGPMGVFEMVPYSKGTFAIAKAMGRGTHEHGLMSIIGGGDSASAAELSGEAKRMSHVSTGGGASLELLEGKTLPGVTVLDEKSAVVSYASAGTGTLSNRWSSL
#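 Recombinant glycosomal PGK reaction used 1,3-bisphosphoglycerate generated in-well by GAPDH (100nM final) in 100mM TEA pH 7.6, 5mM MgCl2, 0.01% Tween-20. After 60 minutes at room temperature, ATP was read by Kinase-Glo Plus luminescence end-point.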
# PI4K2A inh: qHTS for small molecular inhibitors of PI4K2A; AID 1346378, 2018; activity change, negative = inhibition, % at 76.9 µM; purified PI4K2A, ADP-Glo luminescence, 1 h; hits give low values; Phosphatidylinositol 4-kinase type 2-alpha (Homo sapiens), Q9BTU6; 420,000 tested, 0.13% active; in the data active = activity change below about -50%; inconclusive = mostly about -30% to -49%;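 also: -100% = wells without enzyme as full effect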
# Target sequence (Q9BTU6 whole entry, looked up): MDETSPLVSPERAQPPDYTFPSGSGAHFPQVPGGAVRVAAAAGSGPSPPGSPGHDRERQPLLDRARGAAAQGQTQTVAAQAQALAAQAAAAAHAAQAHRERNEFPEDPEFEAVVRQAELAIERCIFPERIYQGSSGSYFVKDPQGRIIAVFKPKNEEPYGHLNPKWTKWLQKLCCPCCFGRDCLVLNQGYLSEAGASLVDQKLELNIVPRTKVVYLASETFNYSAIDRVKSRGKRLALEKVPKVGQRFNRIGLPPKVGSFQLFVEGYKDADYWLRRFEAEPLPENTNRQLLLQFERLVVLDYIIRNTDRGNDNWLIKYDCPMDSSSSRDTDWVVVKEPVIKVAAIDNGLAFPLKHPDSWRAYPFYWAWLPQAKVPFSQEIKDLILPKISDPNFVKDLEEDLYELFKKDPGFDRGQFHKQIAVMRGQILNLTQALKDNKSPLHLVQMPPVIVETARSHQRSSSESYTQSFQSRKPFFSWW
#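 Compounds are screened against recombinant PI4K2A using PI as substrate and ATP, the latter dispensed at 300 microM. Reactions run one hour at ambient temperature before ADP-Glo detection; full inhibition defined by wells lacking enzyme.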
# Pin1 inhibitor: qHTS Assay to Find Inhibitors of Pin1; 390,000 tested, 0.009% active; Potency, µM (titrated, usually from 115 µM), inactives show top-dose activity, negative = inhibition, hits mostly inhibitors; Peptidyl-prolyl cis-trans isomerase NIMA-interacting 1 (Homo sapiens), Q13526; Pin1 FP peptide displacement, HiFluor488, 10 min; active = well fitted inhibition curve with a large enough effect in the polarisation, with a control signal flat, not every such curve was filed as active; inconclusive = small, poorly fitted or top-dose-only effect, or effect the other way, or a change in a side signal; inactive = no such curve, though single readings can be large or run the other way; the % refers to the polarisation; also: potency is read from the fitted curve at half-maximal effect; % is scaled to controls: 0 for no effect and ±100 for the full control effect
# ERG Ets-DNA blk: qHTS for Small Molecule Inhibitors of the ERG Ets/DNA interaction. Transcriptional regulator ERG (Homo sapiens), P11308. fluorescence polarization, His-ERG Ets domain / labelled DNA. Potency, µM (titrated, usually from 76.9 µM), inactives show at the highest dose FP activity, negative = inhibition, usual class: inhibitors. 370,000 tested, 0.028% active. AID 624246, 2012; active = well fitted inhibition curve with a large enough effect in the polarisation, with a control signal flat; inconclusive = small, poorly fitted or top-dose-only effect, or effect the other way, or a change in a side signal; inactive = no such curve, though single readings can be large or run the other way; the % refers to the polarisation;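 also: polarization taken with two DNA probes labelled with fluorescein and Texas red; potency is read from the fitted curve at half-maximal effect; % of control where 0% means no effect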
#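 His-tagged ERG Ets domain (1 uM in the protein solution; 300mM KCl, 50mM Tris-HCl, 1mM EDTA, 1mM DTT, pH 7.5) received compound, then a probe mix of 5 nM fluorescein-DNA and 100nM Texas-615-DNA. Fluorescence polarization was read for both dyes.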
# GLS inhibitor: qHTS for Inhibitors of Glutaminase (GLS); GLS enzymatic activity, qHTS titration; AID 624170, 2012; Glutaminase kidney isoform, mitochondrial (Homo sapiens), O94925; Potency, µM (doses to about 45.5 µM), inactives show at the highest dose activity change, negative = inhibition, most hits filed as inhibitors; 410,000 tested, 0.21% active; also: potency is read from the fitted curve at half-maximal effect; % is scaled to controls: 0 for no effect and ±100 for the full control effect
#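 Human kidney-isoform GLS in 45 mM KH2PO4 pH 8.2, 0.02% Tween-20, with compound, started with 1mM L-Glutamine (added stock). Glutamate oxidase/HRP/Amplex red coupled fluorescence read at start and after 30 min at RT.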
# G9a inh: qHTS Assay for Inhibitors of Histone Lysine Methyltransferase G9a; Histone-lysine N-methyltransferase EHMT2 (Homo sapiens), Q96KQ7; G9a H3K9 monomethylation, AlphaScreen, 2 h; Potency, µM (top dose mostly 102 µM), without a hit: at the top dose activity, negative = inhibition, most hits filed as inhibitors; 350,000 tested, 8.8% active; AID 504332, 2011; also: potency is read from the fitted curve at half-maximal effect; % is scaled to controls: 0 for no effect and ±100 for the full control effect; nearly all actives have a fitted effect of over 75% in size
#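 Readings reflect AlphaScreen signal from monomethyl-H3K9 antibody detection. HMT at 20 nM; substrate b-H3K9 500 nM; cofactor SAM 20 uM; 2 h RT reaction; compounds tested as titrations in qHTS with 15 min preincubation.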
# * = called active by the depositor; i = inactive; ? = inconclusive; · = not tested or not shown; [ ] = another dose, or the depositor's remark. Unless noted, calls follow the shape of the dose curve; as a rule, active = well fitted curve in the direction sought with a large enough effect; inconclusive = small, poorly fitted or top-dose-only effect, or another doubt; inactive = no such curve, though single readings can be large; an effect the other way counts as inactive or inconclusive. Rows are unselected (roughly 11% active in at least one column).
HP1b chromo inh	JMJD2A Tudor	BAZ2B block	Tb PGK inh	PI4K2A inh	Pin1 inhibitor	ERG Ets-DNA blk	GLS inhibitor	G9a inh	molecule
39%	1%	-1%	-3%	-1	-5%	-15%	4%	10%[12.7 µM]	O=C(NC1CCCC1)C(c1cccnc1)N(C(=O)c1csnn1)C1CC1 (stereo unspecified)
15%	-5%	3%	2%	-1	-1%	-3%	14%	5%	CC(=O)N(/N=C/c1cccc(C)c1)c1nc(-c2ccc(Br)cc2)cs1
51%[activator]	3%	·	-6%	0	-8%	-8%	-6%	·	CCN(CC(=O)Nc1ccccc1OC)C(=O)CSCC(=O)Nc1cccc(C)c1
45%[activator]	4%	3%	-2%	2	1%	-2%	0%	6%	Cc1ccc(-n2nc(C)c(=O)c(-c3ccccc3)c2NC(=O)c2cccs2)cc1
19%	-14%	-1%	-9%	0	-7%	12%	8%	-33%[12.7 µM]	COC(=O)Cc1ccc(OC(=O)CCS(=O)(=O)c2ccc(Cl)cc2)cc1
33%	20%	6%	-5%	-1	-2%	2%	0%	?	O=C(COC(=O)c1ccccc1NCCO)NCCC1=CCCCC1
35%	-18%	-5%	12%	1	0%	-13%	14%	-14%[59 µM]	COc1cc2c(cc1OC)C(C)N(C(=O)Cn1ncc3c1-c1cc(C)ccc1OC3)CC2 (stereo unspecified)
39%	-8%	-4%	-6%	6	-1%	-1%	-8%	21%[59 µM]	COc1ccc(CCNC(=O)COc2ccc(-c3ccc(C#N)cc3)cc2)cc1

# Next section; the last two above are carried over.
HP1b chromo inh	JMJD2A Tudor	BAZ2B block	Tb PGK inh	PI4K2A inh	Pin1 inhibitor	ERG Ets-DNA blk	GLS inhibitor	G9a inh	molecule
35%	-18%	-5%	12%	1	0%	-13%	14%	-14%[59 µM]	COc1cc2c(cc1OC)C(C)N(C(=O)Cn1ncc3c1-c1cc(C)ccc1OC3)CC2 (stereo unspecified)
39%	-8%	-4%	-6%	6	-1%	-1%	-8%	21%[59 µM]	COc1ccc(CCNC(=O)COc2ccc(-c3ccc(C#N)cc3)cc2)cc1
-2%	2.5µM*	-3%	-9%	-6	-5%	0%	7%	?	COc1cccc(C(=O)NCCS(=O)(=O)NCc2ccccn2)c1
31%	-14%	-1%	i	-1	-9%	0%	23%	·	O=C(CCNC(=O)c1ccccc1Cl)Nc1ccccc1N1CCCC1
30%	-29%	4%	6%	1	0%	·	28%	?	CC(C)OC(=O)c1nnn(-c2nonc2N)c1CN1CCCCCC1
36%	-22%	0%	4%	2	0%	-2%	-1%	?	CCCSc1nc(=O)n2cc(C)ccc2n1
10%	-15%	-2%	-7%	-13	-20%	-15%	-4%	·	O=C(O)c1ccc(Oc2cc(Oc3ccc(C(=O)O)cc3)cc([N+](=O)[O-])c2)cc1
42%[activator]	-9%	-5%	-2%	3	3%	-1%	21%	11%[12.7 µM]	CCCCN(CCCC)Cc1ccc(N)cc1
26%	-12%	-20%	0%	3	-1%	0%	-10%	-34%[59 µM]	CCOC(=O)c1ccc(NC(=O)C(Cc2ccccc2)NS(=O)(=O)c2ccc(Br)s2)cc1 (stereo unspecified)
51%[activator]	1%	10%	0%	-1	-4%	2%	-2%	-1%	O=C(COc1ccc2c(c1)C(=O)CC1(CCCCC1)O2)NCc1ccccc1
16%	-29%	-10%	10%	-3	15%	-3%	2%	-8%[59 µM]	CCc1ccc(NC(=O)CC2C(=O)N(c3cccc(C)c3)C(=O)N2Cc2cccc(OC)c2)cc1 (stereo unspecified)
29%	1%	-3%	-3%	8	-8%	1%	-2%	-1%[59 µM]	CCSc1nnc2n(-c3ccc(OC)cc3)c(=O)c3c4c(sc3n12)CCCC4
99%[activator]	27%	·	-10%	4	-7%	10%	-11%	·	COc1ccc(-c2cccc3c2C2CC3CCN2C(=O)OCc2ccccc2)cc1 (stereo unspecified)
18%	?	-36%	-4%	10	-4%	0%	5%	22%	O=C(CCNC(=O)C1CCN(S(=O)(=O)c2ccccc2)CC1)NCc1ccccc1Cl
?	?	?	-14%	-5	-9%	0%	-10%	?	O=C(O)CC/C(=N\Nc1ccc(S(=O)(=O)N2CCOCC2)cc1[N+](=O)[O-])c1cccs1
31%	-30%	3%	-2%	-1	3%	-4%	1%	-1%[59 µM]	CCN(CC)S(=O)(=O)c1ccc(Cl)c(NC(=S)NC(=O)C2CCCC2)c1
30%	-14%	-28%	5%	5	4%	-5%	3%	-39%	CCCCc1cc(=O)oc2cc(OCC(=O)N3C[C@H]4C[C@@H](C3)c3cccc(=O)n3C4)ccc12
62%	-11%	-5%	i	-4	2%	0%	-3%	2%[59 µM]	Cc1ccn2c(NC3CCCCC3)c(C)nc2c1
27%	-13%	-30%	-7%	-1	0%	-1%	7%	10%	CCCC(C)NC(=S)Nc1cc(C)cc(C)c1 (stereo unspecified)
36%	-1%	-8%	-5%	-1	13%	8%	11%	19%[59 µM]	COC(=O)c1ccccc1NC(=O)N1c2ccccc2Sc2ccccc21
29%	-5%	3%	9%	0	-1%	1%	-6%	·	CCCCC(=O)Nc1nnc(/C=C/c2ccc(OC)cc2)s1
9%	-13%	5%	-3%	3	-18%	-6%	-2%	1%[59 µM]	COc1ccc(C)cc1NC(=O)c1cc2c(=O)n3cccc(C)c3nc2s1
1%	-12%	-3%	-1%	-4	0%	-4%	6%	·	Cc1cc(S(=O)(=O)n2ccnc2)c(Cl)cc1Cl
23%	-17%	·	3%	-3	?	-8%	1%	·	COc1cc(OC)cc(-c2c(C#Cc3ccsc3)c3cc(-c4ccc(CN5CCOCC5)cc4)ccc3n2C)c1
11%	?	-4%	-9%	-1	-1%	-11%	-4%	?	CC1CCc2c(sc3nc(SCC(=O)NCc4ccco4)nc(N)c23)C1 (stereo unspecified)
5%	-10%	-13%	-6%	-5	-7%	-2%	5%	?	CN(C)CCCNc1oc(/C=C/c2ccccc2)nc1C#N
35%	-24%	-5%	-2%[11.5 µM]	-2	23%	·	-2%	?	CC(=O)C1=C(C)NC(SCC(=O)c2ccc(F)cc2)=C(C#N)C1c1ccco1 (stereo unspecified)
5%	-21%	13%	-3%	7	8%	-3%	4%	-8%[59 µM]	O=c1cc(Nc2ccc3c(c2)OCCO3)[nH]c(=O)n1C1CCCCC1
-10%	22µM*	?	-4%	12	5%	0%	2%	8%	CC(=O)c1c(C)[nH]c(C(=O)Nc2nccs2)c1C
26%	-14%	2%	i	2	-10%	-5%	13%	-12%[59 µM]	COC(=O)c1cnc(Oc2c(Cl)cc(N)cc2Cl)cc1C(F)(F)F
8%	-19%	6%	-1%	-15	0%	3%	2%	-8%[59 µM]	Cc1ccc(N2C(=O)C(CN(C)C)C2c2ccccc2)cc1 (stereo unspecified)
33%	2%	2%	-6%	1	0%	5%	-10%	·	CCCCNc1nc2cccnc2s1
51%[activator]	8%	8%	-5%	2	13%	-2%	-9%	9%	CSc1ncc(C(=O)Nc2ccc(Cl)cc2)c(C)n1
-29%	-33%	·	-12%	-6	?	-4%	?	·	Oc1c(Br)cc(Br)cc1/C=N/c1nc2c(s1)CCCC2
23%	-5%	1%	-4%	-2	-9%	12%	3%	·	CC1CC(C)CN(S(=O)(=O)c2ccc3c(c2)CCN3C(=O)CCC(=O)O)C1 (stereo unspecified)
55%[activator]	-15%	-3%	5%	-4	-6%	10%	6%	·	CCOC(=O)C(Cc1ccccc1)NC(=O)CCc1nnc2ccc(N3CCOCC3)nn12 (stereo unspecified)
34%	-7%	2%	i	-3	0%	6%	-9%	-8%[12.7 µM]	Cc1ccc(S(=O)(=O)NCc2ccccc2)cc1C(=O)NCCc1ccc(S(N)(=O)=O)cc1
45%[activator]	-7%	·	3%	3	-1%	0%	0%	40µM*	O=c1cc(CN2CCN(S(=O)(=O)c3ccccc3[N+](=O)[O-])CC2)nc2sccn12
87%[activator]	0%	·	-4%	7	3%	-2%	-13%	·	Cc1nc(Cl)sc1C(=O)Nc1cccc(C(F)(F)F)c1
27%	-26%	?	2%	2	10%	1%	7%	17%[59 µM]	CCOC(=O)c1c(C)[nH]c(C(=O)NNC(=O)c2ccc(Br)cc2)c1C
13%	-7%	-5%	-10%	-2	0%	-3%	-1%	1%	COCCCn1nnnc1SCC(=O)Nc1nc2ccccc2s1
-38%	-23%	-22%	-2%	-5	6%	3%	51%[activator]	2.2µM*	O=C(CSc1nnc(SCc2ccccc2)s1)NNC(=S)Nc1ccccc1
19%	-12%	-12%	-3%	11	-2%	16%	-16%	16%	O=C(CN(Cc1ccccc1)C(=O)c1csnn1)NCc1ccccc1
22%	-10%	4%	-5%	5	-2%	1%	1%	2%	O=C1Nc2ccccc2C12OCCCO2
